# High-throughput results (PubChem)
# Gli-Sufu antag – blocks Gli-Sufu signaling in a luciferase reporter. inhibition, % at 5 µM. Sufu-KO-LIGHT fibroblasts, Gli luciferase reporter luminescence. 0.74% of 340,000 active;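 active = inhibition above about 55%, limit read from the data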;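 also: 0% = DMSO-treated cells and 100% = wells with medium but no cells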
# EBI2 antag – blocks human EBI2 receptor beta-arrestin signaling. P32249. EBI2 beta-arrestin recruitment, luminescence, 7a,25-OHC stimulated. inhibition, % at 5 µM. 0.81% of 360,000 active; in the data active = inhibition above about 38%;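 also: enzyme fragment complementation signal reports receptor beta-arrestin coupling in cells; 0% = agonist plus DMSO wells and 100% = wells without agonist; some results beyond the cut were filed as inactive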
# Target sequence (P32249 whole entry, looked up, the tested form may be a part): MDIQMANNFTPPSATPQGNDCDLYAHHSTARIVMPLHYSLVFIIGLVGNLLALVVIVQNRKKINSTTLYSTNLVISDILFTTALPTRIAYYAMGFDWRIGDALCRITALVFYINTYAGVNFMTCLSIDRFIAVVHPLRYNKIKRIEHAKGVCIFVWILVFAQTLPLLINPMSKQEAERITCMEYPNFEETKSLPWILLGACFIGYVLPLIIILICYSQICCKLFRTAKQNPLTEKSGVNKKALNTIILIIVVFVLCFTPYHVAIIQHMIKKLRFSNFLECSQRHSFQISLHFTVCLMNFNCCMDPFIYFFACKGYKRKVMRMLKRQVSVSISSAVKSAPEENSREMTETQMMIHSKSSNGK
# CXCR6 block – CXCR6 (human) receptor inhibition; O00574; CHO-K1 PathHunter CXCR6 beta-arrestin, luminescence; inhibition, % at 20 µM; 0.36% of 360,000 active; in the data active = inhibition above about 34%, passing the limit was not always enough;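 also: antagonist mode with CXCL16 agonist at 10 nM final; 0% = 10 nM CXCL16 with DMSO and 100% = unstimulated wells without agonist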
# Target sequence (O00574 whole entry, looked up): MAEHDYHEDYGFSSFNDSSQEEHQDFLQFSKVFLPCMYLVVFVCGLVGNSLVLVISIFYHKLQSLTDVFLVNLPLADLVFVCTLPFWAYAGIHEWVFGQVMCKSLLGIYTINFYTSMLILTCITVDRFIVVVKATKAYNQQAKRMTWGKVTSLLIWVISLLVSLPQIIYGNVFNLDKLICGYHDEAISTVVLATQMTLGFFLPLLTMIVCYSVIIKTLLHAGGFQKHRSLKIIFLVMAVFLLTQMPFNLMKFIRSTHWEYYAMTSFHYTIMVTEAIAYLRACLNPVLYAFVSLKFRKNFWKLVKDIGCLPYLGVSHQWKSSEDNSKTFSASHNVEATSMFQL
# APOBEC3G inh – APOBEC3G (human) deaminase inhibition; Q9HC16; recombinant A3G, ssDNA deamination FAM/TAMRA fluorescence; inhibition, % at 20 µM; 0.28% of 330,000 active;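 active = inhibition of at least 40% at 20 µM, with no more than 30% in the related APOBEC3A deaminase screen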;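 also: plate controls were DMSO wells with A3G for no effect and wells lacking A3G enzyme for full effect; some compounds called inactive have numbers as strong as hits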
# GRIN3A LBD mod – NR3A (human) ligand-binding domain modulation; NR3A LBD differential scanning fluorimetry, Tm shift; 0% = protein alone, 100% = glycine-bound protein; Tm shift relative to glycine control, % at 25 µM; 2.5% of 340,000 active;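 active = melting temperature shift of at least 10% of the positive control shift, at one fixed dose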
# A3A deaminase – human APOBEC3A DNA deaminase inhibition. P31941. recombinant A3A, FAM/TAMRA ssDNA deamination fluorescence. inhibition, % at 20 µM. 0.41% of 330,000 active;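 active = at least 40% inhibition at 20 µM here, with at most 30% in a related deaminase screen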;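 also: plate controls were A3A with DMSO for no effect and wells lacking A3A enzyme for full effect; some results filed as inactive read as strong as hits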
# Target sequence (P31941 whole entry, looked up): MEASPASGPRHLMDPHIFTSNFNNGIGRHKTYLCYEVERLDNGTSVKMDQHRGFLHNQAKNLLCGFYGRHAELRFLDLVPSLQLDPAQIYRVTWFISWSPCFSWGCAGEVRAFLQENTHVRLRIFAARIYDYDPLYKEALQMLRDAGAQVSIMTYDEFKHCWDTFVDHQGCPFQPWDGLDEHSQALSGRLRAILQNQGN
# CCR6 antagonist – antagonists of human CCR6 receptor. CHO-K1 CCR6 PathHunter beta-arrestin, luminescence, CCL20-stimulated. inhibition, % at 20 µM. 0.49% of 340,000 active. AID 493098;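 active = compounds whose inhibition of the agonist-driven luminescence signal at 20 µM reaches about 50%, limit read from the data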;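 also: cells stimulated with CCL20 at 14 nM final; plate controls were DMSO with CCL20 for no effect and DMSO without agonist for full effect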
# MPTP inh – permeability transition pore inhibition | isolated mouse mitochondria, Ca2+ swelling absorbance, 30 min | 1.4% of 360,000 active | inhibition, % at 10 µM;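 active = inhibition of 50% or more, scaled per plate between neutral and stimulator controls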;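 also: 0% = DMSO wells given calcium and 100% = 1 mM EGTA wells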
# An asterisk follows results filed as active.
item	SMILES	Gli-Sufu antag	EBI2 antag	CXCR6 block	APOBEC3G inh
1	Cc1ccc(SC(CC(=O)c2ccc(F)cc2)C(=O)O)cc1 (stereo not given)	8.6	13.6	2.9	4.3
2	Cc1cccc(NC(=O)C[n+]2ccc(N(C)C)cc2)c1	-1.9	2.8	0.7	-4.2
3	CC(C)c1cccc(-c2ccc3c(c2)S(=O)(=O)c2cccc(C(=O)NC4CCCC4)c2C3=O)c1	-0.1	27.2	-11.9	4.8
4	CCOC(=O)N1CCN(C(=O)c2oc3ccc(S(=O)(=O)N4CCCCCC4)cc3c2C)CC1	34.0	0.9	-6.1	-3.1
5	CC12CCC(C(=O)Nc3ccccc3N3CCOCC3)(CC1=O)C2(C)C (stereo not given)	-4.3	7.9	3.9	-3.5
6	Cc1cc(N2C(=O)C(O)=C(C(=O)c3cc4ccccc4o3)C2c2ccc(OC(C)C)cc2)no1 (stereo not given)	-2.3	5.0	3.9	-3.4
7	CSc1n[nH]c2nc3c(c(=O)n12)C1(CCCC1)Cc1ccccc1-3	-4.1	-25.8	6.7	-7.4
8	CN(CC(=O)Nc1ccccc1C(F)(F)F)Cc1c(O)ccc2ccccc12	-10.6	2.2	-2.3	-2.0

item	GRIN3A LBD mod	A3A deaminase	CCR6 antagonist	MPTP inh
1	1.4	5.6	10.5	0.6
2	4.2	-1.8	8.6	0.6
3	0.1	4.7	1.3	1.1
4	-0.3	0.6	8.8	2.0
5	1.5	-2.1	12.5	-0.2
6	-9.3	-7.7	14.0	25.2
7	-6.8	-4.8	-12.9	27.0
8	-2.2	-2.7	-14.5	1.2

# Next part.
item	SMILES	Gli-Sufu antag	EBI2 antag	CXCR6 block	APOBEC3G inh
9	COc1ccc(CC(=O)NNC(=O)c2cnccn2)cc1	-12.2	1.6	-10.1	-3.3
10	COc1ccccc1CNC(=O)C1(NC(=O)Nc2ccc(C)cc2)CCCCC1	-3.0	-14.4	4.0	4.9
11	CCC(N=c1cc(-c2ccc(OC)cc2)oc2ccc(C)cc12)C(=O)O (stereo not given)	-32.4	-5.9	3.6	-9.7
12	O=C(CNC(=O)c1ccc(Br)o1)Nc1ccc(F)c(S(=O)(=O)N2CCOCC2)c1	-1.6	-21.1	3.0	-6.2
13	COC(=O)C1CCN(C(=O)C2CCC(=O)N(CCCc3ccccc3)C2)CC1 (stereo not given)	-7.6	-7.0	-19.4	-5.1
14	Cn1c(=O)oc2cc(S(=O)(=O)NCCC(=O)N3CC=C(c4ccccc4)CC3)ccc21	15.6	5.8	-1.0	-4.4
15	Cc1cccc(OCc2nc(-c3cccnc3)no2)c1	-18.2	-4.1	-12.2	-9.5
16	COc1ccccc1C(=O)NC(=O)COC(=O)CCS(=O)(=O)c1ccc(C)cc1	7.7	-1.5	7.5	-9.7

item	GRIN3A LBD mod	A3A deaminase	CCR6 antagonist	MPTP inh
9	0.7	1.2	-3.7	-0.4
10	-4.9	-0.6	5.0	-2.0
11	-0.6	4.4	0.5	-4.0
12	5.5	-4.0	11.8	0.2
13	-1.0	-4.3	5.1	-0.6
14	1.3	0.5	-4.7	5.0
15	-3.3	-3.9	15.1	0.6
16	0.8	-3.7	-12.4	0.4

# Reprinted at random: two compounds from above, in no set order.
item	SMILES	Gli-Sufu antag	EBI2 antag	CXCR6 block	APOBEC3G inh
10	COc1ccccc1CNC(=O)C1(NC(=O)Nc2ccc(C)cc2)CCCCC1	-3.0	-14.4	4.0	4.9
16	COc1ccccc1C(=O)NC(=O)COC(=O)CCS(=O)(=O)c1ccc(C)cc1	7.7	-1.5	7.5	-9.7

item	GRIN3A LBD mod	A3A deaminase	CCR6 antagonist	MPTP inh
10	-4.9	-0.6	5.0	-2.0
16	0.8	-3.7	-12.4	0.4

# Remaining list, next part.
item	SMILES	Gli-Sufu antag	EBI2 antag	CXCR6 block	APOBEC3G inh
17	Cc1cnc(NC(=O)CSCc2c(C)noc2C)s1	1.7	18.1	2.3	-8.4
18	Cn1c(CC(=O)Nc2ccccc2Cl)nnc1SCC(=O)NC1CCCCC1	5.8	-4.9	-1.4	-4.8
19	CS(=O)(=O)c1ccc(C(=O)N(Cc2ccccc2)c2ccccc2)cc1	-10.6	-3.4	-4.6	0.4
20	O=C(Cn1ccnc1[N+](=O)[O-])NCc1ccccc1	-4.8	-7.5	5.1	-6.1
21	COc1cccc(C(=O)Nc2c(C(N)=O)oc3ccccc23)c1	-0.2	0.6	-9.5	4.9
22	COCCn1c(Cc2ccccc2)nnc1SCC(=O)N1CCCCC1C (stereo not given)	6.9	5.9	-1.1	2.0
23	NC(=O)c1ccc(NC(=O)c2ccc3c(c2)CCN3S(=O)(=O)c2ccccc2)cc1	-0.9	7.0	-5.5	-6.9
24	CCc1cc(=O)oc2cc(C)cc(OCC(=O)NC(Cc3c[nH]c4ccc(O)cc34)C(=O)O)c12 (stereo not given)	4.1	-11.3	1.3	1.8

item	GRIN3A LBD mod	A3A deaminase	CCR6 antagonist	MPTP inh
17	-2.4	-5.3	3.6	-1.8
18	-0.3	-2.2	0.3	0.2
19	2.5	23.0	14.1	0.8
20	-0.9	-3.8	-3.5	-1.7
21	-32.9	2.3	6.2	-0.6
22	-2.0	2.2	-3.5	-0.3
23	-17.2	-4.3	2.0	0.3
24	0.8	5.9	5.7	-1.3

# New compounds follow:
item	SMILES	Gli-Sufu antag	EBI2 antag	CXCR6 block	APOBEC3G inh
25	Cc1ccc(Oc2ncccc2N)c2c1CCC2	1.9	-3.3	-4.4	-8.7
26	O=C(NC1CC1)C1=C[C@H](c2csc3ccccc23)C[C@H](OCCCCO)O1	26.3	0.7	-2.6	-3.0
27	COc1ccccc1Oc1ccc2c(c1)C(=O)N(c1cccc(O)c1)C2=O	-10.0	-21.7	4.0	-2.3
28	CCC(C)[C@@H](N)C(=O)N/N=C/c1ccc2ncccc2c1 (stereo not given in full)	-4.8	-6.4	-1.8	-2.8
29	Cc1cccc(Oc2nc3ccccn3c(=O)c2/C=C(\C#N)C(=O)NC2CCS(=O)(=O)C2)c1 (stereo not given)	3.8	45.0*	5.2	1.2
30	Cc1ccccc1-n1c(=O)[nH]c(=O)c2c(N)c(C(=O)c3ccc(Cl)cc3)sc21	6.1	-0.5	8.6	-9.5
31	COc1cc(-c2cn(S(=O)(=O)c3cccc4nsnc34)nc2N)cc(OC)c1OC	7.7	4.1	10.8	0.9
32	CC(C)(C)C(=O)Nc1cc2c3c(c1)CC(=O)N3CCC2	-0.9	-3.0	-3.6	4.1

item	GRIN3A LBD mod	A3A deaminase	CCR6 antagonist	MPTP inh
25	0.5	-4.0	5.7	3.8
26	-2.5	-1.0	10.7	-1.7
27	-28.9	-1.6	8.1	6.5
28	-2.1	2.0	2.8	-2.2
29	-0.1	0.7	-0.9	0.4
30	-9.8	-7.4	28.6	-11.2
31	-8.3	3.8	9.1	-1.4
32	4.8	5.6	-1.6	-0.9

# Next part:
item	SMILES	Gli-Sufu antag	EBI2 antag	CXCR6 block	APOBEC3G inh
33	O=C(NC1CCCCC1)C1CCCN(S(=O)(=O)c2cccc3cccnc23)C1 (stereo not given)	4.0	-7.1	-5.5	-11.3
34	O=C(CCCOc1ccccc1)NC(=S)Nc1ccccc1	-10.8	13.6	7.2	-3.3
35	O=[N+]([O-])c1ccc(-c2ccc(/C=N/Nc3nc(N4CCCC4)nc(N4CCCC4)n3)o2)cc1	25.9	-0.5	0.0	-8.6
36	O=C1CCC/C1=C/Nc1ccc2c(c1)OCO2	-12.7	4.0	-0.9	1.1
37	Brc1ccc(C2=Nn3c(nnc3-c3n[nH]c4c3CCC4)SC2)cc1	47.4	25.1	3.9	-5.0
38	CC(C)c1ccc(OCC(=O)N2CCN(c3ccccn3)CC2)c(Br)c1	-21.1	7.5	6.7	-5.9
39	CS(=O)(=O)c1ccc(Cl)c(NC(=O)COC(=O)C23CC4CC(CC(C4)C2)C3)c1	4.6	0.5	1.0	-5.6
40	NC[C@H]1O[C@H](O[C@H]2[C@H](O)[C@@H](O[C@H]3O[C@H](CO)[C@@H](O)[C@H](N)[C@H]3O)[C@H](N)C[C@@H]2N)[C@H](N)C[C@@H]1O	4.1	6.3	-2.7	-8.4

item	GRIN3A LBD mod	A3A deaminase	CCR6 antagonist	MPTP inh
33	-2.3	-4.5	6.2	1.1
34	-4.5	-3.2	14.4	3.0
35	0.8	-4.7	-3.6	0.0
36	-0.9	2.5	-1.0	1.4
37	-1.9	-2.6	5.1	-3.6
38	0.3	-0.7	25.0	1.6
39	0.9	-2.3	14.0	-1.3
40	-0.5	-2.9	0.2	-0.8

# Other records follow:
item	SMILES	Gli-Sufu antag	EBI2 antag	CXCR6 block	APOBEC3G inh
41	CCCCN1C2CCCC1CC(NC(=O)c1ccccc1Cl)C2 (stereo not given)	10.8	-2.6	4.9	-5.5
42	O=C(NNC(=O)c1ccccc1-n1cccc1)c1ccc(Cl)cc1	-0.1	-7.7	-9.7	-0.5
43	Oc1ccc(Cl)cc1CNc1ccc(Br)cn1	-14.4	41.3*	-7.2	-10.6
44	COc1ccc(/C(C)=C(\C#N)C(=O)OC(C)C)cc1OC	-3.4	-2.1	-12.0	-3.2
45	Cc1c(C(C)NC(=O)c2ccc3nc(Cc4ccccc4F)oc3c2)cnn1C (stereo not given)	-10.7	6.3	16.3	0.2
46	CN1c2ccccc2-c2nc3ccccc3n2C1c1cccs1 (stereo not given)	7.2	15.7	1.3	-1.1
47	Cc1nc(CNS(=O)(=O)c2ccccc2F)cs1	-3.0	0.7	-4.3	-0.8
48	C[C@H](NC(=O)c1ccco1)C(=O)NCc1cccs1	12.8	4.2	4.6	-8.2

item	GRIN3A LBD mod	A3A deaminase	CCR6 antagonist	MPTP inh
41	0.9	-3.7	-0.1	1.3
42	-1.3	-4.7	-12.2	-2.0
43	-1.9	-5.2	13.6	57.9*
44	1.9	-2.1	3.7	-2.5
45	-1.5	-1.2	3.3	0.2
46	-11.2	0.3	15.5	-3.2
47	-2.3	-0.2	9.9	-1.2
48	-0.9	-1.6	1.3	-0.3

# Printed as active in MPTP inh, among the entries above:
cpd | compound | EBI2 antag | CXCR6 block | APOBEC3G inh | GRIN3A LBD mod | A3A deaminase | CCR6 antagonist | MPTP inh
43 | Oc1ccc(Cl)cc1CNc1ccc(Br)cn1 | 41.3* | -7.2 | -10.6 | -1.9 | -5.2 | 13.6 | 57.9*

# Looked up above.
# COc1ccc(CC(=O)NNC(=O)c2cnccn2)cc1 | MPTP inh: -0.4
# COc1ccccc1Oc1ccc2c(c1)C(=O)N(c1cccc(O)c1)C2=O | APOBEC3G inh: -2.3
# O=C(NC1CC1)C1=C[C@H](c2csc3ccccc23)C[C@H](OCCCCO)O1 | Gli-Sufu antag: 26.3

# Going on with the list.
item	SMILES	Gli-Sufu antag	EBI2 antag	CXCR6 block	APOBEC3G inh
49	CC(NC(=O)CN1CCN(c2cccc(Cl)c2)CC1)c1ccccc1 (stereo not given)	1.3	-1.0	2.1	0.6
50	CC(C)c1ccc(NC(=O)COC(=O)c2cc(=O)[nH]c3ccccc23)cc1	6.1	1.1	2.8	-2.6
51	CCCCOc1ccc(C(C)NC(=O)C2CCCN(S(=O)(=O)CC)C2)cc1 (stereo not given)	-2.8	2.5	3.3	0.0
52	CCN1CCN(c2ncnc3scc(-c4ccc(C)c(C)c4)c23)CC1	-7.1	0.4	1.6	-10.7
53	Cc1cc(OCCCCCN2CCCC2)ccc1Cl	22.6	1.6	-8.0	-6.3
54	CN(Cc1cccs1)C(=O)COC(=O)CNC(N)=O	-2.3	3.0	-0.4	-0.3
55	O=C(c1ccc(Cl)cc1)N1CCN=C1c1ccccc1	2.2	-4.2	-15.8	-3.6
56	CCOC(=O)C1CCN(CC(=O)Nc2ccc(OC)c(S(=O)(=O)N3CCCCC3)c2)CC1	-1.7	-4.9	6.5	-5.4
57	O=C(Nc1cccnc1)c1cc2nc(C3CC3)cc(C(F)(F)F)n2n1	-1.3	-7.9	6.7	-4.7

item	GRIN3A LBD mod	A3A deaminase	CCR6 antagonist	MPTP inh
49	0.7	-2.1	21.7	0.9
50	0.3	-0.5	-2.6	-0.1
51	-1.9	-2.3	16.5	-1.2
52	-4.0	-2.4	13.7	-0.7
53	1.2	-1.8	12.0	0.7
54	-0.8	-1.1	1.5	-0.8
55	-3.0	-1.9	16.5	-1.1
56	0.2	-1.1	6.0	0.2
57	-9.6	2.2	-11.8	-1.6
